Screening results (PubChem)
TGFb inhibitor: TGF-b pathway inhibition. HepG2 CAGA-GFP TGF-b/SMAD3 reporter, GFP fluorescence, 18 h; TGF-beta stimulated, 500 pg/mL final. AID 588855. Potency, µM (titrated, usually from 46.1 µM), for the others: at the top dose activity, negative = inhibition, hits mostly inhibitors. actives 1.2% (n = 410,000); note: potency is the fitted concentration of half-maximal effect; % is set by controls: 0 for no effect and ±100 for the full control effect; nearly all actives have a fitted effect of over 65% in size
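GFP signal (ex488/em500-530) from TGF-beta-stimulated HEPG2 CAGA-GFP cells, 500 pg/mL final, 18 h at 37 degrees C in DMEM plus 1% FBS, normalized to unstimulated and DMSO-stimulated controls.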
HepG2 tox: kills HepG2 cells in TGF-b inhibitor counter-screen | HepG2 CAGA-GFP viability, ATP luminescence, 18 h | Potency, µM (doses to about 46.1 µM), for inactives: at the highest dose activity change, negative = cytotoxicity, actives largely listed as cytotoxic | actives 0.76% (n = 410,000) | AID 588856; note: potency is the fitted concentration of half-maximal effect; some results filed as inactive show a strong effect at the top dose
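CellTiter-Glo luminescence gave cytotoxicity after 18 hours at 37 degrees C. The cells were HepG2 CAGA-GFP in 1% FBS DMEM, stimulated with 500 pg/mL TGF-beta after compound addition. %Activity was normalised to no-cell wells (complete cell-killing) and DMSO (no toxicity), and curves were fitted and classified.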
Nrf2 activator: activates Nrf2 signaling; AREc32 ARE-luciferase reporter (MCF7-derived line), luminescence, 24 h; Potency, µM (highest dose often 46.1 µM), without a hit: at the highest dose activation, most hits filed as activators; actives 0.31% (n = 410,000); AID 624171; note: potency is the fitted concentration of half-maximal effect; % of control where 0% means no effect; nearly all actives have a fitted effect of over 65% in size
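Nrf2 activation is followed as ARE-luciferase induction in the AREc32 line after one day of compound treatment; luminescence is read with Steady-Glo.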
A549 viability: counter-screen for Nrf2 inhibitors: cytotoxicity in A549 cells; A549 ARE-Fluc cells, CellTiter-Fluor viability, 18-24 h; Potency, µM (series often up to 46 µM), without a hit: at the top dose activity change, negative = cytotoxicity, most hits filed as inhibitors; actives 0.16% (n = 390,000); note: potency is the fitted concentration of half-maximal effect; % is set by controls: 0 for no effect and ±100 for the full control effect
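A549 ARE-Fluc cells in 5% FBS OPTI-MEM, 5000 cells/well, rested 2 h then exposed to compounds in concentration-response for 18-24 h at 37 °C. Viability by CellTiter-Fluor fluorescence (Ex 405/Em 525) after 30 min; luciferase luminescence (BugLite, 15 min, RT) read afterwards.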
ATXN viability: reduces viability in counter-screen for ATXN expression inhibitors; actives 0.49% (n = 400,000); Potency, µM (series often up to 56.7 µM), usual class: cytotoxic; S2 cells (HEK-293 line with an ATXN2-luciferase reporter) viability, CellTiter-Fluor protease fluorescence, 24 h; AID 651635; note: potency is the fitted concentration of half-maximal effect; nearly all actives have a fitted effect of over 40% in size
Mm-Cpn inhibitor: M. maripaludis TRiC chaperonin inhibition | Potency, µM (highest dose often 76.9 µM), without a hit: at the highest dose activity, negative = inhibition, actives largely listed as inhibitors | purified Mm-Cpn ATPase, ADP Transcreener TR-FRET | actives 0.031% (n = 330,000); note: potency is the fitted concentration of half-maximal effect; % is set by controls: 0 for no effect and ±100 for the full control effect; nearly all actives have a fitted effect of over 80% in size
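ATPase read-out: TR-FRET ADP immunoassay (anti-ADP Eu cryptate vs ADP-d2), ex 320 nm, em 590/665 nm; signal drops as ADP forms. Enzyme 25 nM, ATP 10 uM, 30 min at 37°C after 10 min compound preincubation.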
Nrf2 inh: Nrf2 pathway inhibition; A549 ARE-Fluc reporter, luciferase luminescence, 18-24 h; Potency, µM (top dose mostly 46 µM), inactives show at the highest dose activity change, negative = inhibition, most hits filed as inhibitors; actives 2.1% (n = 360,000); AID 504444; note: potency is the fitted concentration of half-maximal effect; % is set by controls: 0 for no effect and ±100 for the full control effect; nearly all actives have a fitted effect of over 60% in size
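Nrf2 activity is the BugLite luminescence, read 15 min after reagent at room temperature, following CellTiter-Fluor cytotoxicity readout (30 min, 37C). Compound titrations were applied for 18-24 h to 5000 A549 ARE_Fluc cells/well in 5% FBS OPTI-MEM.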
CCT chaperon mod: modulators of cytosolic chaperonin (CCT/TRiC) activity; actives 0.3% (n = 360,000); activity change, % (no concentration beside the values), hits read low; purified chaperonin ATPase assay, HTRF ADP detection, 30 min; in the data active = activity change below about -30%; note: % is set by controls: 0 for no effect and ±100 for the full control effect
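Enzyme 40 or 20 nM (batch-dependent) in Tris pH 7.4/KCl/MgCl2/DTT; cpd 76 uM single point; ATP 10 uM; 30 min 37 °C; Transcreener ADP HTRF detection, 30 min RT; ratio 665/615.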
pAkt inh: Akt phosphorylation inhibition; AID 651550; activity change, % for hits at 50 µM; Neuro2A IGF-stimulated pAkt S473 HTRF, 20 min; hits give low values; actives 0.32% (n = 360,000); in the data active = activity change below about -80%; inconclusive = mostly about -51% to -80%; note: % is set by controls: 0 for no effect and ±100 for the full control effect
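Single-point screen (50 µM final compound) in Neuro2A cells stimulated 20 min with 6 nM IGF at 37 deg C. After lysis, Ser473-phosphorylated Akt read by HTRF (ex 330 nm, em 615/665 nm) as the 665/615 ratio.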
An asterisk follows results filed as active; i = inactive; ? = inconclusive; / = no result given; & = joins results of further samples; [ ] = dose if it differs, or a comment. Unless noted, calls come from the whole dose curve; as a rule, active = well fitted curve in the direction sought with a large enough effect; inconclusive = small, poorly fitted or top-dose-only effect, or another doubt; inactive = no such curve, though single readings can be large; an effect the other way counts as inactive or inconclusive.

SMILES	TGFb inhibitor	HepG2 tox	Nrf2 activator	A549 viability	ATXN viability	Mm-Cpn inhibitor	Nrf2 inh	CCT chaperon mod	pAkt inh
Cc1ccc(NC(=O)CN(C)C(=S)NC2CC2)cc1	-6%	-8%	-0.6%	1%	i	-2%	18%	-0.1	i
COCCNS(=O)(=O)c1cc(OC)c(C)cc1C	0%	9%	-0.2%	-2%	i	1%	7%	-1.7	i
NC(=O)C1CCN(C(=O)c2ccc(OCC(=O)Nc3cccc(C(F)(F)F)c3)cc2)CC1	8%	-2%	-0.4%	-13%	i	-2%	-25%	-1.0	i
O=C1NC[C@H](CCCCN2C[C@H](Cc3ccccc3)N(CCc3ccc(O)cc3)C(=O)C2=O)N(CCC2CCCCC2)C1=O	/	/	-0.8%	/	i	/	/	0.7	i
Cc1c(C(=O)OCC(=O)N2CCCC(C)C2)oc2ccccc12 (centres undefined)	3%	5%	-0.1%	-2%	i	-6%	5%	-1.9	i
Cc1cccc(OCc2ccc(-c3nc(C#N)c(N4CCN(c5ccccc5)CC4)o3)o2)c1	?	-19%	-0.7%	-2%	i	/	25%	/	/
Cc1ccc(NC(=O)COc2ccc(Br)cc2CO)cc1	-12%	15%	2.4%	8%	i	0%	-21%	2.8	i
Cn1cccc1CC(=O)NNC(=S)Nc1ccc(Cl)cc1Cl	1%	8%	0.4%	3%	i	-1%	1%	-0.2	i
CCc1ccc(S(=O)(=O)c2nnn3c2nc(Nc2cc(OC)ccc2OC)c2sccc23)cc1	93%[activator]	4%	0.1%	5%	/	/	12%	/	/
CC(C)(C)NC(=O)COC(=O)c1ccccc1NC(=O)c1ccco1	1%	-30%	?	-1%	i	-4%	9%	-1.4	i
O=C(Nc1c2c(nn1-c1cccc(Cl)c1)CS(=O)(=O)C2)c1ccco1	-9%	-14%	-0.3%	2%	i	-1%	-17%	0.4	i
CCCCn1c(N)c(N(CC(C)C)C(=O)CCCn2c(=O)oc3ccccc32)c(=O)[nH]c1=O	3%	-11%	-0.1%	-5%	i	1%	-16%	1.1	i
CC1(C)CC(=O)C2=C(C1)N(c1ccccc1)C(=O)C2(O)C(F)(F)F (centres undefined)	8%	10%	-0.4%	1%	i	-1%	-1%	-0.4	i
COC(=O)c1cccc(COC(=O)c2ccc(CS(=O)(=O)c3ccc(C)cc3)cc2)c1	-4%	-19%	-0.4%	-8%	/	2%	-7%	-10	/
Cc1oc2cc(O)ccc2c(=O)c1Oc1ccccc1	10%	-2%	4.1%	-2%	i	0%	35%	1.6	i
CC(C)(C)OC(=O)N1CCC(c2c(C(=O)N3CCN(c4ccc(Cl)cc4)CC3)cnn2-c2ccc(F)cc2F)CC1	?	-9%	-0.8%	-26%	/	/	?	/	/
CCOC(=O)N1CCN(C(=O)COC(=O)C2CCN(S(=O)(=O)c3ccc(C)c(C)c3)CC2)CC1	0%	0%	-1.0%	-3%	i	1%	7%	-3.6	i
O=C(NCC(c1cccnc1)N1CCN(c2ccccc2)CC1)c1ccco1 (centres undefined)	-25%	-40%	0.7%	-2%	i	/	-16%	-1.8	i
CC(=O)c1sc(Nc2ccc(Oc3ccccc3)cc2)nc1C	?	-19%	5.1%	/	i	/	/	-3.2	i
COc1ccc(-c2cc(-c3ccccc3)nc(SCC(=O)Nc3ncc(C)s3)c2C#N)cc1	14%	3%	1.0%	-6%	?	?	-1%	-5.1	i

Record cards, as listed above. Values in the order: TGFb inhibitor, HepG2 tox, Nrf2 activator, A549 viability, ATXN viability, Mm-Cpn inhibitor, Nrf2 inh, CCT chaperon mod, pAkt inh
Profile of CC(C)(C)OC(=O)N1CCC(c2c(C(=O)N3CCN(c4ccc(Cl)cc4)CC3)cnn2-c2ccc(F)cc2F)CC1 = ?, -9%, -0.8%, -26%, /, /, ?, /, /
Profile of Cc1c(C(=O)OCC(=O)N2CCCC(C)C2)oc2ccccc12 (centres undefined) = 3%, 5%, -0.1%, -2%, i, -6%, 5%, -1.9, i
Profile of CC(C)(C)NC(=O)COC(=O)c1ccccc1NC(=O)c1ccco1 = 1%, -30%, ?, -1%, i, -4%, 9%, -1.4, i
Profile of CC1(C)CC(=O)C2=C(C1)N(c1ccccc1)C(=O)C2(O)C(F)(F)F (centres undefined) = 8%, 10%, -0.4%, 1%, i, -1%, -1%, -0.4, i

(continued)
SMILES	TGFb inhibitor	HepG2 tox	Nrf2 activator	A549 viability	ATXN viability	Mm-Cpn inhibitor	Nrf2 inh	CCT chaperon mod	pAkt inh
O=C(Cn1cnc2c(OCc3ccccc3)ncnc21)NCc1nc2ccccc2[nH]1	-20%	-20%	1.2%	8%	i	1%	4%	-0.2	i
C/C(=N\NC(N)=S)c1ccc(-n2ccnc2)cc1	4%	2%	9.0%	-6%	i	0%	7%	-0.6	i
Cc1nc2c(C(=O)NCc3ccccc3Cl)cnn2c(C)c1Cc1ccccc1	3%	-3%	12%	-8%	i	/	/	/	/
COc1cc(/C=N/S(=O)(=O)CCc2ccccc2)cc(OC)c1O	-2%	-20%	0.2%	2%	i	-1%	15%	-1.2	i
CC(C)(C)C(=O)CN1CCN(C2c3ccccc3-c3ccccc32)CC1	16%	-35%	-0.3%	18%	i	-1%	-7%	-0.2	i
O=C(Cc1ccccc1)NCC(=O)N/N=C/c1ccc(C(=O)O)cc1	12%	-7%	0.0%	-2%	i	-1%	25%	1.2	i
O=C(CC1Oc2ccccc2NC1=O)NCCCN1CCOCC1 (centres undefined)	-23%	6%	-0.3%	-2%	i	-3%	-15%	-2.1	i
CC1=NNC(=O)C1CC(=O)N/N=C/C(Br)=C/c1ccccc1 (centres undefined)	?	-33%	?	-7%	?	-2%	1%	-4.3	i
O=C1C=CC(=O)N1CCNc1ncc(C(F)(F)F)cc1Cl	13µM*	11µM*	-2.7%	-4%	/	0%	-12%	2.6	i
COc1cccc(CN2CC(C(=O)NCCCc3ccncc3)CCC2=O)c1 (centres undefined)	7%	-1%	-1.0%	-1%	i	-3%	-11%	-2.2	i
COc1cccc(NS(=O)(=O)NC(=O)c2c(C)[nH]c3ccccc23)c1	3%	3%	0.0%	9%	i	1%	4%	0.3	i
CC(=O)c1ccc(Nc2nc3c(S(=O)(=O)c4ccccc4)nnn3c3ccc(Cl)cc23)cc1	-10%	-9%	-0.5%	-1%	i	/	2%	/	/
CCn1c(SCC(=O)NC(=O)NCc2ccco2)nnc1-c1cccs1	-18%	-3%	0.2%	9%	i	-2%	12%	0.3	i
COc1ccc(CC(=O)NC(C)(C)C)cc1S(=O)(=O)N1CCOCC1	4%	-1%	0.3%	-6%	i	-3%	0%	1.6	i
O=C1CCc2cc(S(=O)(=O)NCc3ccc(F)cc3)cc3c2N1CC3	-15%&22%	0%&-1%	-0.6%&0.1%	2%&5%	i	0%	-6%	1.4	i
CC1CCc2c(sc3ncn4c(SCC(=O)NCc5ccco5)nnc4c23)C1 (centres undefined)	-2%	-2%	1.5%	8%	i	0%	6%	1.2	i
COc1ccc(CCNC(=O)CCS(=O)(=O)Cc2ccccc2C)cc1OC	0%	7%	-0.9%	3%	i	2%	17%	-0.5	i
CCN(C(=O)CSc1nc2cc(C(=O)OC)ccc2c(=O)n1Cc1ccco1)c1cccc(C)c1	18%	-16%	-0.6%	-4%	/	-3%	4%	0.7	/
CCSc1ncc(/C=N/Nc2ccc(Cl)cc2)n1C	-23%	-34%	8.3%	-26%	i	1%	?	-3.6	i
Fc1ccc(C2NC(=S)NC3=C2N2CCC3CC2)cc1 (centres undefined)	-9%	2%	0.4%	-3%	i	0%	3%	-4.6	i
N#C/C(=C\c1c(N2CCC(C(N)=O)CC2)nc2ccccn2c1=O)S(=O)(=O)c1ccccc1	3%	-16%	-0.6%	-6%	i	0%	11%	-1.0	i
NNCCc1ccccc1	5%	-3%	5.8%	5%	i	0%	?	-3.8	i
CN(CCOc1ccccc1)C(=O)c1ccc2c(=O)n3c(nc2c1)CCC3	-6%	-13%	0.0%	-2%	?	0%	9%	1.3	i
COc1ccc(C2=NN(C(=O)COc3ncnc4ccccc34)C(c3ccco3)C2)cc1 (centres undefined)	-13%	-7%	4.0%	-4%	i	-3%	28%	-3.7	i
COc1cc2c(cc1NC(=O)C(C)OC(=O)C1CC(=O)N(Cc3ccco3)C1)oc1ccccc12 (centres undefined)	-7%	-11%	?	-7%	i	0%	?	-3.2	i
O=S(=O)(c1ccc(Br)cc1)N1CCCN(Cc2cccc(F)c2)CC1	10%	-6%	-0.5%	14%	i	0%	-4%	0.0	i
Cc1cc(C)c(S(=O)(=O)N2CCOC2CNC(=O)C(=O)NCCc2ccc(S(N)(=O)=O)cc2)c(C)c1 (centres undefined)	-14%	-25%	0.1%	-6%	i	0%	-15%	-1.3	i
CCOC(=O)c1ccccc1NC(=O)CSc1nnc(Cc2cccn2C)n1-c1ccc(F)cc1	0%	-19%	0.5%	3%	?	-2%	-13%	-0.6	i
CC(C)(C)OC(=O)NC1CONC1=O (centres undefined)	-16%	-6%	1.3%	14%	i	0%	-2%	-8.8	i
CN(CC(=O)Nc1cccc(F)c1)C(=O)c1ccccc1-n1cnnn1	-3%	-5%	0.2%	5%	i	-1%	-2%	-1.3	i
CCOCCCNC(=O)COc1ccc(OC)cc1	5%	5%	-0.4%	2%	i	-4%	4%	-1.0	i
COc1ccc2c(c1OC)C(=O)N1C2SC[C@H]1C(=O)NC1CCCCC1 (some centres undefined)	7%	-12%	-0.8%	6%	i	0%	-8%	-2.0	i
CC1CN(S(=O)(=O)c2cccc(C(=O)OCC(=O)N3CCCCCC3)c2)CC(C)O1 (centres undefined)	-1%	1%	-0.8%	2%	i	-2%	-8%	-0.4	i
COC(=O)c1ccc(Nc2cc(C)nc3ccccc23)cc1	19%	3%	5.3%	-27%	?	0%	-14%	0.9	i
